DDE Tn6 FP inh – inhibitors of Tn6 peptide binding to human fibrin DD(E); Fibrin DD(E) TRITC-Tn6 fluorescence polarization displacement; P02675; 370,000 compounds, 0.21% hits; inhibition, % at 8.3 µM;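 active = inhibition above a per-campaign cutoff: mean of compounds within control limits plus 3 SD, cut at about 15% in these data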;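 also: 0% = median of all compound wells on the plate and 100% = blocking peptide control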
Target sequence (P02675 whole entry, looked up): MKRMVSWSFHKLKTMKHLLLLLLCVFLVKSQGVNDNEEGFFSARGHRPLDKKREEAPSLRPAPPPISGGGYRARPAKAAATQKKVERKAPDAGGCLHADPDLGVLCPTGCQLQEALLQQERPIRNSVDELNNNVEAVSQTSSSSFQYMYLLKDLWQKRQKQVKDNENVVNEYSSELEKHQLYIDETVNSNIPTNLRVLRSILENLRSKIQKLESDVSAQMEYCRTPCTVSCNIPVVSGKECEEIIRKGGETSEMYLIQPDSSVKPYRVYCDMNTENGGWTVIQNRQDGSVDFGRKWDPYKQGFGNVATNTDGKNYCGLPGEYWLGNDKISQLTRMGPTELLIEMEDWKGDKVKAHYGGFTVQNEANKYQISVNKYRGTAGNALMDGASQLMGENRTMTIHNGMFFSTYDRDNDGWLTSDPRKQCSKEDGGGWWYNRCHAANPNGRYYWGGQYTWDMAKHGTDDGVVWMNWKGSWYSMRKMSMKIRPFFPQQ
UHRF1 MBD2 ctr – human UHRF1 methylated DNA binding inhibitors; Q96T88; UHRF1 binding to methylated oligo, TR-FRET; inhibition, % at 4.4 µM; 370,000 compounds, 0.75% hits; in the data active = inhibition above about 21%;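 also: UHRF1 SRA domain binding a hemimethylated CpG hairpin DNA probe; 0% = median of test compound wells and 100% = reference inhibitor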
PLCb3 inh – inhibitors of human phospholipase C beta3 | Purified PLC-beta3, fluorogenic substrate, fluorescence | inhibition, % at 12.2 µM | 370,000 compounds, 0.18% hits | AID 720704; in the data active = inhibition above about 11%;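 also: 0% = median of compound wells on plate and 100% = full blocker control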
ADAM17 inh – ADAM17 inhibition, QFRET primary screen; 370,000 compounds, 0.83% hits; P78536; inhibition, % at 6.95 µM; recombinant ADAM17, EDANS/DABCYL FRET peptide cleavage;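 active = inhibition above the mean of compounds lying between control limits plus 3 SD, set per campaign, cut at about 8.5% in these data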;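 also: 0% = DMSO-only wells as the low control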
ARFGAP1 inh – inhibits rat ARF GTPase activating protein 1. Q62848. Arfgap1-stimulated ARF1 GTP hydrolysis, GDP FP detection. inhibition, % at 16.5 µM. 360,000 compounds, 0.26% hits. AID 651572;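 active = inhibition above a per-plate limit, mean inhibition of low control wells plus 3 SD, cut at about 25% in these data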;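 also: 0% = DMSO wells with enzyme and 100% = wells lacking Arfgap1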
Target sequence (Q62848 1-136 limits assumed): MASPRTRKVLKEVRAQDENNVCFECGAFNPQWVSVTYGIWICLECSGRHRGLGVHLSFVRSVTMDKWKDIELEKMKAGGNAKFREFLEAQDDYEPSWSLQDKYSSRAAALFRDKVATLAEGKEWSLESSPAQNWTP
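Material – truncated rat Arfgap1 GAP domain · Buffer or medium – HEPES-based buffer, pH 7.5 · Reagent – human ARF1(Δ1-17)-GTP substrate · Dosing – 16.5 µM single point, 1.26% DMSO · Schedule – GTP hydrolysis reaction 2 h at 25 °C · Technique – GDP detection by fluorescence polarization · Benchmarks – No-Arfgap1 wells (100%) versus DMSO full-reaction wells (0%) · Repeats – single replicate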
Tn7 DDE FP – inhibitors of Tn7 peptide binding to human fibrin DD(E); 370,000 compounds, 0.13% hits; inhibition, % at 8.3 µM; P02675; FP displacement of FITC-Tn7 peptide from fibrin DD(E); 0% = median of compound wells per plate;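 active = inhibition above the mean of compounds falling within the control limits plus 3 SD of them, cut at about 14% in these data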;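 also: 0% = plate median of compound wells and 100% = 10 µM Aha-Tn7 peptide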
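Also added: labelled Tn7 tracer, 0.1 µM; Assay system: human fibrin DD(E) protein; Amount: 2 µM fibrin DD(E); Schedule: 10 min compound pre-incubation, 3 h probe incubation at room temperature; Repeats: one replicate per compound; Read-out basis: percent inhibition; Measured by: fluorescence polarization of the labelled Tn7 tracer.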
ASAP1 inh – blocks human ASAP1-stimulated Arf1 GTP hydrolysis; Q9ULH1; GDP FP detection; inhibition, % at 16.5 µM; 360,000 compounds, 0.19% hits; in the data active = inhibition above about 25%;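 also: 0% = vehicle with enzyme and substrate and 100% = no enzyme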
Target sequence (Q9ULH1 325-724 limits assumed): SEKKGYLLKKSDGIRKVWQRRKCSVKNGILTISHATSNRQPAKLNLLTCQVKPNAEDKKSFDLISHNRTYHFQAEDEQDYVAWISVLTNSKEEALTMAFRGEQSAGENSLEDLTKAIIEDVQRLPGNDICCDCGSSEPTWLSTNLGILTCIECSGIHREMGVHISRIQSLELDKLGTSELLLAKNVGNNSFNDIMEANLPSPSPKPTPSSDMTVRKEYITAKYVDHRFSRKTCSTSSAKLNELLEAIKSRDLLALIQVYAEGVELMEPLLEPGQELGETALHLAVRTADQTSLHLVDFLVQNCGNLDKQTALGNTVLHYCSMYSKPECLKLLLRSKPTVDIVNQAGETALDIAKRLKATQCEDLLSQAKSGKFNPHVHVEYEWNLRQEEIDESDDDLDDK
PLC-gamma1 inh – blocks human PLC-gamma1 enzyme activity | inhibition, % at 12.2 µM | 370,000 compounds, 0.84% hits | P19174 | purified PLC-gamma1, fluorogenic substrate, fluorescence | AID 720700; in the data active = inhibition above about 9.5%
proKLK7 act – activates the human kallikrein-7 zymogen; activation, % at 7 µM; P49862; purified proKLK7, EDANS-DABCYL substrate fluorescence; 100% is mature enzyme control, 0% vehicle; 370,000 compounds, 0.9% hits;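 active = activation above the mean of all tested compounds plus 3 SD, computed per campaign excluding outliers beyond control limits, cut at about 13% in these data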
MBD2 DNA inh – MBD2-methylated oligo binding inhibition; 370,000 compounds, 0.31% hits; TR-FRET, MBD2 binding to methylated oligonucleotide; inhibition, % at 4.4 µM; in the data active = inhibition above about 13%
* hit, by the source's call. Rows are unselected; 4.1% or so of the library scored in one or more.

SMILES	DDE Tn6 FP inh	UHRF1 MBD2 ctr	PLCb3 inh	ADAM17 inh	ARFGAP1 inh	Tn7 DDE FP	ASAP1 inh	PLC-gamma1 inh	proKLK7 act	MBD2 DNA inh
CN(C)c1cc(Cl)c2nonc2c1N	2	12	-16	-1	19	-4	14	7	0.6	10
COc1ccc(/C=N/NC(=O)CCn2c3ccccc3c3ccccc32)cc1O	5	-3	-18	2	4	2	8	-18	0.6	3
CCOc1ccccc1N1CCN(C(=O)/C=C/c2cccc([N+](=O)[O-])c2)CC1	-5	7	-2	3	-12	3	13	-1	-0.2	7
O=C(c1ccncc1)N1CCN(C(=O)c2ccncc2)CC1	-1	-5	2	-4	1	2	3	3	0.1	-3
CC(OC(=O)c1ccc(NC(=O)CC#N)cc1)C(=O)NCCC1=CCCCC1 (configuration not stated)	3	-2	-14	-2	-6	-3	10	-24	-1.4	1
Cc1ccc(NC(=O)c2cccc(S(=O)(=O)N(C)c3ccccc3)c2)cc1S(=O)(=O)N1CCOCC1	-3	0	1	8	9	1	-8	9	0.8	-3
CCSc1nnc(NC(=O)c2ccc(S(=O)(=O)N(C)C)cc2)s1	0	1	0	-1	6	-9	-9	3	0.2	-2
CCN1CCN(C(=O)CN(c2ccc(F)c(Cl)c2)S(C)(=O)=O)CC1	8	-1	1	-2	-6	1	-4	1	-0.2	-4
O=C(CCN1C(=O)c2ccccc2S1(=O)=O)Nc1cc(Cl)ccc1Cl	-3	-1	-1	3	17	-2	-14	2	-0.6	-2
O=C(N/N=C/c1ccc(Cl)cc1)c1sccc1OCc1ccc(F)cc1	-6	0	-1	-4	6	11	7	0	-0.5	2
COC(=O)[C@]12C[C@H](CC(=O)NCC34CC5CC(CC(C5)C3)C4)C(=O)N(Cc3ccc4c(c3)OCO4)C1=C[C@H](C(C)(C)C)O[C@@H]2C	3	-1	2	-3	-3	-3	9	4	1.3	-5
COc1ccc(/C=C2\SC(=Nc3ccccc3OC)NC2=O)cc1	-9	-2	-16	2	-4	-2	5	-7	-0.6	-2
Cc1ccc(S(=O)(=O)NCC(=O)OCC(=O)c2c(N)n(C)c(=O)n(C)c2=O)cc1	4	3	-2	-4	7	-3	4	1	0.2	4
O=C(Oc1ccc(Cl)c2cccnc12)c1cccc([N+](=O)[O-])c1	6	14	1	-5	-2	4	-17	-3	0.0	10
CN(C(=O)CC1C(=O)NCCN1Cc1cccc(C(F)(F)F)c1)C1CCOCC1 (configuration not stated)	0	-3	-49	-20	-2	-1	1	-24	0.5	0
O=C(O)c1cc(C(=O)O)cc(N2C(=O)c3ccccc3C2=O)c1	7	-1	1	-9	-1	-4	-6	-2	-0.6	3
CC1(C)CC(=O)C2=C(C1)N(c1ccccc1)C(=O)CC2c1ccsc1 (configuration not stated)	-4	0	5	-2	9	-6	14	1	0.3	-5
C=CCSc1nc2ccccc2n2cnnc12	-3	-3	-8	-3	2	-13	1	3	-0.3	3
CC1CN(Cc2nc3c(c(=O)n(C)c(=O)n3C)n2CCCc2ccccc2)CC(C)O1 (configuration not stated)	6	1	1	0	-2	-6	16	1	-0.1	1
COc1ccc2c3c([nH]c2c1)C1(NCC3)C(=O)Nc2ccccc21 (configuration not stated)	-3	2	-5	-1	-1	-6	0	3	0.0	-1
Cc1cccc(N2CCN(C(=O)c3cccc(N4C(=O)C5C6C=CC(C6)C5C4=O)c3)CC2)c1C (configuration not stated)	-2	3	-9	0	-12	-9	-2	2	0.6	1
CCOCCc1nnc(NC(=O)c2cc(OC)c(OC)c(OC)c2)s1	-2	-1	0	-2	16	-3	14	1	-0.2	2
CS(=O)(=O)c1ccc(C(=O)NC(Cc2ccccc2)c2ccccc2)cc1 (configuration not stated)	-4	-1	-3	-1	-2	-3	-5	0	0.2	-4
O=C(NCc1cccc(C(F)(F)F)c1)c1c[nH]c(=O)s1	7	2	1	-3	2	0	4	-1	0.3	5
CCOC(=O)c1cc(C#N)c(SCc2cccc3ccccc23)nc1C	6	0	2	-4	8	-3	-3	1	1.0	-4
NS(=O)(=O)c1ccc(NC(=O)C2CCCO2)cc1 (configuration not stated)	-5	1	1	-1	-7	3	-4	1	-0.5	-3
COc1ccc(-c2coc3c(C(=O)NCc4cccc(Cl)c4)cccc23)c(C)c1	-3	1	4	-1	-2	5	-16	2	-0.5	-4
c1ccc2c(CCN3CCNC[C@H]3Cc3cccc4ccccc34)cccc2c1	1	-6	-4	-3	3	-6	16	1	0.2	-1
Cn1c(CSc2nc3ccccc3n2C)nc2ccccc21	4	1	-13	-10	4	-6	-2	-165	-0.2	-5
CSC1=NCCN1C(=O)C12CC3CC(CC(C3)C1)C2	-12	6	-8	-5	6	0	6	4	0.1	3
O=C1[C@H](O)[C@@H](O)C(=O)N1Cc1ccccc1	2	0	-5	-3	8	0	3	-1	0.5	-2
CCOC(=O)N1CCN(C(=O)C(CC)c2ccccc2)CC1 (configuration not stated)	-2	2	3	-1	-7	10	-14	0	-0.6	-1
CCN(CC)CCNc1nc(C(F)(F)F)nc2c1nnn2Cc1ccccc1	-3	-2	-4	-2	2	-1	6	1	-0.3	-3
O=C(COc1ccccc1O)Nc1ccc(Cl)cc1	1	-1	4	5	-18	0	8	6	-0.1	-5
CC(=O)Nc1ccc(S(=O)(=O)NCCSCc2cccc(Cl)c2)cc1	4	4	2	8.9*	0	-6	1	7	-0.2	-2
Cc1[nH]n(-c2ccccc2)c(=O)c1C=Nc1ccc(S(=O)(=O)Nc2nccs2)cc1	5	-7	1	-1	2	0	-3	0	-0.6	-1
COCC(=O)NC1CCN(S(=O)(=O)c2cccc(C(C)=O)c2)CC1	-6	21	1	-4	-3	0	6	1	0.0	11
O=C(CNCc1ccccc1)NC1C2CC3CC(C2)CC1C3 (configuration not stated)	9	-1	-2	1	1	0	-18	6	-0.7	1
O=C1OCC2=C1C(c1ccc(F)cc1)c1cc3c(cc1N2)OCO3 (configuration not stated)	2	1	-448	-109	7	-3	9	-304	2.8	-1
COc1ccc(N2CC(C(=O)N[C@@H](C)C(=O)NCc3ccccc3OC)CC2=O)cc1 (some centres not stated)	-8	2	-12	-1	1	2	0	9.8*	0.1	11
Cc1c(NC(=O)C2CCCO2)cccc1[N+](=O)[O-] (configuration not stated)	6	3	2	-1	3	-11	4	4	0.1	-7
COC(=O)c1ccc2c(=O)n(CCO)c(=S)[nH]c2c1	-1	-1	-4	-3	-10	-2	-3	-3	-0.6	-3
COc1cccc(OC)c1C(=O)Nc1cc(C)on1	3	0	-1	-3	8	7	-1	4	0.3	-5
O=C(c1ccc(N2CCCC2=O)cc1)N1CCN(c2cccc(C(F)(F)F)c2)CC1	-1	2	-2	0	3	7	9	2	0.1	6
COc1cccc(-c2cc(C(=O)NCC3CCCO3)c3cc(Br)cc(C)c3n2)c1 (configuration not stated)	9	1	-7	-1	0	-2	6	-1	-0.2	3
O=C(CNc1ccc(Oc2ccccc2)cc1)N1CCOCC1	13	0	6	3	-8	-7	13	6	0.0	1
CC(=O)C(C)n1cnc2scc(-c3ccc(C)cc3)c2c1=O (configuration not stated)	-5	3	-4	0	6	-2	-8	0	-0.4	2
Cc1occc1C(=O)Nc1sc2c(c1C(N)=O)CCCCC2	3	-5	-23	-2	7	-2	-10	-18	-2.0	1

Profiles from above. Order of values: DDE Tn6 FP inh, UHRF1 MBD2 ctr, PLCb3 inh, ADAM17 inh, ARFGAP1 inh, Tn7 DDE FP, ASAP1 inh, PLC-gamma1 inh, proKLK7 act, MBD2 DNA inh
Entry for `O=C1OCC2=C1C(c1ccc(F)cc1)c1cc3c(cc1N2)OCO3` (configuration not stated) = 2, 1, -448, -109, 7, -3, 9, -304, 2.8, -1
Entry for `COCC(=O)NC1CCN(S(=O)(=O)c2cccc(C(C)=O)c2)CC1` = -6, 21, 1, -4, -3, 0, 6, 1, 0.0, 11

Next part
SMILES	DDE Tn6 FP inh	UHRF1 MBD2 ctr	PLCb3 inh	ADAM17 inh	ARFGAP1 inh	Tn7 DDE FP	ASAP1 inh	PLC-gamma1 inh	proKLK7 act	MBD2 DNA inh
COc1cccc(NC2c3ccccc3C(=O)N2Cc2ccco2)c1 (configuration not stated)	2	-2	-9	-1	-1	2	24	-8	0.6	-3
Cc1ccc(CNC(=O)C2CCCN2S(=O)(=O)c2ccc(Cl)cc2)cc1 (configuration not stated)	-6	12	-3	-3	3	-3	0	0	-0.4	2
CC1COC(=O)C(NNc2ccc(Cl)c(Cl)c2)=N1 (configuration not stated)	9	6	-2	-4	-3	4	12	1	2.5	2
Nc1nc(N)c2ncn(C3C=CC(CO)C3)c2n1 (configuration not stated)	1	3	1	-1	6	-7	-9	2	-0.3	2
Cc1nn(-c2ccccc2)c(C)c1C(=O)OCC(=O)N(C)c1ccccc1	-13	2	-6	6	-10	-2	13	1	-0.2	-4
CCOC(=O)C(Cc1c[nH]c2ccc([N+](=O)[O-])cc12)(NC(C)=O)C(=O)OCC	4	1	-1	2	-7	-1	-5	8	0.1	-2
CC(=O)[C@H]1CCC2C3CC=C4C[C@@H](O)CC[C@]4(C)C3CC[C@@]21C (some centres not stated)	5	1	0	2	-12	0	4	5	0.2	3
NC(Cc1c[nH]c2ccccc12)C(=O)NCc1ccco1 (configuration not stated)	-5	0	-5	2	2	-4	8	-1	0.3	1
O=C(Cc1nc(-c2ccc(Br)s2)cs1)NCCN1CCOCC1	-9	0	-4	-4	12	-2	4	-3	0.8	0
Cc1oc(CSCCSCc2cc(C(=O)O)c(C)o2)cc1C(=O)O	-5	4	-3	2	-3	-5	6	4	0.1	0
Cc1nc(/C=C/c2ccccc2)[nH]c(=O)c1-c1ccccc1	-6	-2	-6	1	-2	0	-2	-7	0.0	3
CCc1nc(SCC(=O)c2ccc(C)c(C)c2)n[nH]1	2	-2	1	1	-15	-1	-6	4	0.1	2

Arranged by molar mass (low to high): three of the compounds above
SMILES	DDE Tn6 FP inh	UHRF1 MBD2 ctr	PLCb3 inh	ADAM17 inh	ARFGAP1 inh	Tn7 DDE FP	ASAP1 inh	PLC-gamma1 inh	proKLK7 act	MBD2 DNA inh
Nc1nc(N)c2ncn(C3C=CC(CO)C3)c2n1 (configuration not stated)	1	3	1	-1	6	-7	-9	2	-0.3	2
CCc1nc(SCC(=O)c2ccc(C)c(C)c2)n[nH]1	2	-2	1	1	-15	-1	-6	4	0.1	2
Cc1oc(CSCCSCc2cc(C(=O)O)c(C)o2)cc1C(=O)O	-5	4	-3	2	-3	-5	6	4	0.1	0

(listing goes on)
SMILES	DDE Tn6 FP inh	UHRF1 MBD2 ctr	PLCb3 inh	ADAM17 inh	ARFGAP1 inh	Tn7 DDE FP	ASAP1 inh	PLC-gamma1 inh	proKLK7 act	MBD2 DNA inh
CNC(=O)C1CCN(C(=O)c2ccc(-c3ccccc3)cc2)CC1	-8	-1	4	0	0	-3	-2	2	0.5	-1
COc1cc2c(cc1OC)CN1CCc3cc(OC)c(OC)cc3C1C2 (configuration not stated)	-4	13	-77	-21	-2	-4	-9	-64	-0.4	7
COc1ccc(C(=O)Nc2c(F)c(F)c(F)c(F)c2F)cc1OC	10	0	-1	-4	0	2	-3	0	0.1	1
COc1ccc(-n2nc(C(=O)N3CCN(Cc4ccc5c(c4)OCO5)CC3)c3ccccc3c2=O)cc1	0	0	-5	-5	1	2	1	-3	-0.5	2
